Screens as filed in PubChem.
CSN inh = inhibitors of CSN-mediated cullin deneddylation, primary screen, biochemical, fluorescence polarization, uHTS. AID 651999, 2013. 360,000 tested, 0.38% active. COP9 signalosome complex subunit 5 (Homo sapiens), Q92905. inhibition, % at 12.5 µM. Purified CSN, SCF-Nedd8-OG deneddylation;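 active = pattern-corrected inhibition above about 35%, with an unprinted fluorescence ratio check between 0.5 and 1.5, limit read from the data, passing the limit was not always enough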;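 note: 0% = enzyme with substrate and 100% = substrate without enzyme; some results filed as inactive read as strong as hits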
Target sequence (Q92905 whole entry, looked up, one chain of several): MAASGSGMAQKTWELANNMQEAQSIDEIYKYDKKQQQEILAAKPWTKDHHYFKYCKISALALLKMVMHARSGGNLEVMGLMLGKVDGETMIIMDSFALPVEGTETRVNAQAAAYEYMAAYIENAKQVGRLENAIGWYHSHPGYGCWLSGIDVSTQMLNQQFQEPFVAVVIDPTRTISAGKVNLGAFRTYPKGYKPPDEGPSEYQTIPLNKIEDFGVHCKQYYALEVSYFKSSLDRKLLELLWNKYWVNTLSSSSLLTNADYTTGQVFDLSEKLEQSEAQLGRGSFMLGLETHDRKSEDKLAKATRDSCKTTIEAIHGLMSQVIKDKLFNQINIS
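Detection – fluorescence polarization · System – HEK293T-derived human Csn5 enzyme · Controls – substrate-only high control, full reaction low control · Timing – 90 min, room temperature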
NadD inh = inhibitors of S. aureus NadD, primary screen, biochemical, colorimetric, uHTS. Nicotinate-nucleotide adenylyltransferase NadD (Staphylococcus aureus N315). purified NadD enzyme, colorimetric absorbance read-out. inhibition, % at 20 µM. 360,000 tested, 0.78% active. AID 602399, 2012; in the data active = inhibition above about 26%; note: some compounds past the cut are filed as inactive
Scp-1 inhibitor = Scp-1 phosphatase inhibitors, primary screen, biochemical, colorimetric, uHTS | Carboxy-terminal domain RNA polymerase II polypeptide A small phosphatase 1 (Homo … | inhibition, % at 20 µM | 340,000 tested, 0.88% active | AID 493091, 2011 | Recombinant Scp1, phosphopeptide, malachite green phosphate absorbance;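 active = inhibition above about 50% at 20 µM, limit read from the data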;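 note: plate controls were DMSO wells with enzyme for no effect and wells lacking enzyme for full effect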
Target sequence (Q9GZU7 76-261 limits assumed): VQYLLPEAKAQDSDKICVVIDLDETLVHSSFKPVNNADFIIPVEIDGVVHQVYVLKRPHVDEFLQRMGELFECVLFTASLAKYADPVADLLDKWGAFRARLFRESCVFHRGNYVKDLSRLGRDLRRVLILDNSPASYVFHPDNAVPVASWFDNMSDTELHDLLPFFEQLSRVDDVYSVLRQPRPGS
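Material: truncated SCP-1 phosphatase (76-261aa) / Buffer or medium: 50 mM Tris acetate pH 5.5, 0.005% Tween-20, 10 mM MgCl2 / Compound dosing: one concentration, 20 µM, with 1.0% DMSO / Incubation: 45 min room-temperature reaction, 5 min colour, 30 min stabiliser / Detection: colorimetric free-phosphate detection, absorbance 630 nm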
STEP block = STEP phosphatase inhibitors, primary screen, biochemical, fluorescence intensity, uHTS. recombinant STEP, OMFP fluorogenic substrate. inhibition, % at 20 µM. 360,000 tested, 0.25% active. AID 588621, 2011;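 active = inhibition at 20 µM, scaled per plate between control wells, above about 37%, limit read from the data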;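 note: 0% = DMSO with enzyme and substrate and 100% = substrate only without enzyme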
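System: STEP phosphatase, cell-free reaction; Buffer or medium: Bis-Tris pH 6.0 buffer with DTT, detergent; Incubation: 20 min at room temperature, dark; Measured by: fluorescence, 480/540 nm.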
Rpn11 block = Rpn11 (PSMD14) deubiquitinase inhibitors, primary screen, biochemical, fluorescence polarization, uHTS; 26S proteasome non-ATPase regulatory subunit 14 (Homo sapiens), O00487; human 26S proteasome, Ub4-pepOG fluorescence polarization; 20S core pre-blocked with epoxomicin; calls only at 20 µM; 360,000 tested, 0.59% active;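 active = inhibition at 20 µM, scaled to each plate's controls, above about 33%, limit read from the data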
Target sequence (O00487 whole entry, looked up): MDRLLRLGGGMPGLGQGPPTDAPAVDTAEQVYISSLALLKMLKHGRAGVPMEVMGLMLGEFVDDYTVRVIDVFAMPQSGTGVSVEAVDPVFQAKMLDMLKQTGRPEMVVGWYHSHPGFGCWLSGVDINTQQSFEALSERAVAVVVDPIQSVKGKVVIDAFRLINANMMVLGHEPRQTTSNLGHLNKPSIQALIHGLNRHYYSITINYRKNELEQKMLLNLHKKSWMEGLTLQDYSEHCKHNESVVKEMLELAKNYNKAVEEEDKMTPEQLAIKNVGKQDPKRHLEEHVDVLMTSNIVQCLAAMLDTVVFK
SUMO1 PPI mod = modulators of SUMO1 protein-protein interactions, primary screen, biochemical, uHTS; Small ubiquitin-related modifier 1 (Homo sapiens), P63165; SUMO1 binding to a labelled peptide, TR-FRET, 1 h; inhibition, % at 20 µM; 360,000 tested, 0.33% active; AID 602429, 2012; in the data active = inhibition above about 37%
Target sequence (P63165 whole entry, looked up): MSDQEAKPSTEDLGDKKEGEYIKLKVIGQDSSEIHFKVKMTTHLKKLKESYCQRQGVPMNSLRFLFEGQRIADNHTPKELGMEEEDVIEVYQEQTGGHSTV
DNMT1 block = human DNMT1 methyltransferase inhibitors, primary screen, biochemical, molecular beacon, fluorescence, HinP1I cleavage, uHTS; DNA (cytosine-5)-methyltransferase 1 (Homo sapiens), P26358; inhibition (reported as % activation of signal), % at 10 µM; 360,000 tested, 0.83% active; in the data active = inhibition above about 50%
Tb MetRS inh = T. brucei MetRS inhibitors, primary screen, biochemical, luminescence. purified T. brucei MetRS, ATP depletion, Kinase-Glo luminescence. inhibition, % at 11.9 µM. 360,000 tested, 0.4% active. AID 624268, 2012;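 active = inhibition above a per-plate cutoff of the control wells' mean inhibition plus 3 SD, cut at about 5.5% in these data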;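 note: 0% = DMSO wells median and 100% = median of wells with control inhibitor compound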
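technique = Kinase-Glo luminescence, ATP depletion format | system = purified MetRS (methionyl-tRNA synthetase) enzyme from Trypanosoma brucei | timing = 15 min preincubation, 2 h reaction, all 25 °C | evaluation = percent inhibition versus plate control medians | dosing = single dose, 11.9 µM final nominal, 0.9% final DMSO | also added = substrates ATP, L-methionine and bulk Escherichia coli tRNA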
LMPTP block = LMPTP phosphatase inhibitors, primary screen, biochemical, fluorescence intensity, uHTS; 360,000 tested, 0.22% active; recombinant LMPTP-A, OMFP fluorogenic substrate; inhibition, % at 20 µM; AID 651560, 2012; Low molecular weight phosphotyrosine protein phosphatase (Homo sapiens), P24666;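 active = compounds that cut the enzyme signal by at least half of the control window in the single-dose screen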;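 note: plate controls were DMSO wells with enzyme plus substrate for no effect and substrate without enzyme for full effect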
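Test system – LMPTP-A phosphatase enzyme · Quantity – 0.625 nM LMPTP-A final · Reagent – OMFP substrate, 400 µM final · Dosing – one test concentration per compound, 20 µM, with 3% DMSO overall · Timing – 50 min enzyme reaction at room temperature, protected from light · Detection – fluorescence intensity · Controls – substrate-only low control, DMSO enzyme-plus-substrate high control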
MLLE-PAM2 inh = inhibitors of PABP1 MLLE–PAM2 peptide binding, primary screen, biochemical, fluorescence polarization, FITC-PAM2, GST-MLLE; Polyadenylate-binding protein 1 (Homo sapiens), P11940; inhibition, % at 20 µM; 360,000 tested, 0.36% active; in the data active = inhibition above about 35%, passing the limit was not always enough;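 note: plate controls were DMSO wells with GST-MLLE for no effect and wells lacking GST-MLLE protein for full effect; some results filed as inactive read as strong as hits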
* = called active by the depositor; i = inactive; nt = not tested or not shown.

No.	structure	CSN inh	NadD inh	Scp-1 inhibitor	STEP block	Rpn11 block	SUMO1 PPI mod	DNMT1 block	Tb MetRS inh	LMPTP block	MLLE-PAM2 inh
1	COc1ccccc1OCC(=O)OCC(=O)NC1CCCCC1	2	2	1	2	i	3	1	0.2	-0.7	5
2	Cc1cccc(C)c1-n1nnnc1C(c1ccccc1)N1CCN(C/C=C/c2ccccc2)CC1 (centres undefined)	1	2	nt	4	i	4	-9	0.0	2.5	-12
3	COc1cccc(OC)c1C(=O)N1CCN(Cc2ccccc2F)CC1	2	-3	nt	-1	i	3	-2	-0.3	-0.7	-1
4	O=Nc1c(O)n(Cc2ccc(Cl)cc2Cl)c2ccccc12	0	3	-11	0	i	-9	2	0.1	1.4	0
5	Cc1ccc(OCCOC(=O)c2cc(S(=O)(=O)N3CCCCC3)ccc2N2CCOCC2)cc1	-1	0	-7	3	i	-4	-5	-0.3	4.2	5
6	CC(=O)C1=C(O)C(=O)N(c2ccc(O)cc2)C1c1ccc([N+](=O)[O-])cc1 (centres undefined)	8	6	1	1	i	-14	-6	0.2	-0.8	-6
7	CCn1c(SCC(=O)Nc2nc(C)c(C)s2)nnc1-c1ccco1	-6	-6	0	0	i	3	3	-0.7	0.4	-4
8	CCOC(=O)c1ccccc1NS(=O)(=O)c1ccccc1F	0	-7	-2	0	i	-2	-3	-1.0	0.6	7
9	CN(C)S(=O)(=O)c1ccc(C(=O)NCc2ccccn2)cc1	-2	-1	-5	6	i	2	2	0.1	0.2	-13
10	Cc1ccc(/C=N/NC(=O)c2nnn(-c3nonc3N)c2-c2ccccc2)o1	4	5	-6	1	i	-25	0	0.0	-0.8	1
11	CC(C)(C)OC(=O)N1CCC[C@H]1C(=O)O	-6	-1	-2	-2	i	2	10	-0.5	1.8	2
12	O=C(O)Cc1coc2cc3c(cc12)CCC3	3	3	-3	2	i	4	1	-0.4	2.1	15
13	CCc1ccc(CNC(=O)C2CCCN(c3nc4ccccc4o3)C2)cc1 (centres undefined)	0	-3	3	-2	i	2	24	-1.6	1.5	5
14	O=C(Nc1ccc2nc3ccccc3nc2c1)c1ccccc1	-5	4	-1	-3	i	9	-13	0.2	0.9	12
15	CC(=O)c1ccc(N2CCN(c3ccc(S(=O)(=O)NCCN(C)C)cc3[N+](=O)[O-])CC2)cc1	-2	-7	-16	3	i	-43	2	-0.3	3.3	-3
16	CCn1c(Oc2ccccc2F)nc2c1c(=O)n(C)c(=O)n2C	0	5	1	-1	i	4	2	-0.5	0.6	-1
17	CCCCCN(C(=O)CCC(=O)OC(C)C(=O)Nc1ccccc1C)c1c(N)n(CCCC)c(=O)[nH]c1=O (centres undefined)	6	0	nt	-3	i	0	10	-0.4	-2.0	0
18	O=C(NNC(=O)c1ccc(SCC2CCCO2)c([N+](=O)[O-])c1)c1ccc(Cl)c([N+](=O)[O-])c1 (centres undefined)	-3	3	-1	-1	i	-11	0	4.7	1.1	-10
19	N#Cc1ccccc1OCCN1C(=O)c2ccccc2C1=O	-2	-5	-5	0	i	-12	2	-0.8	-0.7	5
20	O=C(COC(=O)c1ccc(Cl)c([N+](=O)[O-])c1)Nc1ccccc1OC(F)F	5	-10	-11	-1	i	-15	-3	-0.2	-0.8	-15
21	CCOC(=O)c1cccc(N2C(=O)c3ccccc3S2(=O)=O)c1	3	2	4	1	i	0	-2	-0.2	-0.9	-87
22	CCOC(=O)Nc1cc2c(cc1C(C)=O)OCO2	-7	-1	0	-3	i	-2	3	0.2	-0.3	1
23	O=C(NCc1ccc(Cl)cc1)N1CCN(S(=O)(=O)c2ccccc2)CC1	5	-9	-6	-4	i	3	0	0.2	-0.9	12
24	Cn1c(N)c(C(=O)CSc2n[nH]c(-c3ccccc3)n2)c(=O)n(C)c1=O	-2	2	3	-3	i	-1	4	-0.3	-1.1	-8
25	COc1ccc(C(=O)NCCS(=O)(=O)NCc2ccc3c(c2)OCO3)cc1	-1	1	-1	1	i	3	1	-0.3	0.0	14
26	CCN(CC)S(=O)(=O)c1cc(C(=O)OCC(=O)c2ccc3c(c2)NC(=O)CO3)ccc1F	1	-2	37	1	i	2	-2	0.4	3.1	-8
27	COc1ccc(C(=O)OCC(=O)NCCN2C(=O)CSC2=O)cc1[N+](=O)[O-]	0	1	-1	-1	i	-13	-2	-0.3	0.8	-7
28	Ic1ccc(N2CCN(Cc3c[nH]c4ncccc34)CC2)cc1	0	-4	-4	-2	i	2	17	2.3	0.6	-13
29	Cc1ccc(C)c(NC(=O)c2cc(-c3cc(C)ccc3O)n[nH]2)c1	2	-11	-12	0	i	6	-8	-0.5	0.6	-8
30	CCOc1cc(/C=C\[N+](=O)[O-])ccc1OCC(=O)N1CCOCC1	0	-1	-4	1	i	0	0	-0.3	-1.6	23
31	C/C(CC(=O)Nc1ccc(C)c(Cl)c1)=N\NC(=O)Cc1ccccc1	-18	6	0	2	i	-3	4	-1.0	-0.9	1
32	O=C(CN1CC(=O)Oc2ccccc21)NCc1ccco1	0	-7	-12	-2	i	-1	0	-0.1	-1.8	8
33	c1ccc(C(Cc2nc(-c3ccncc3)no2)c2ccccc2)cc1	-1	10	3	1	i	-4	-8	-0.5	2.0	5
34	CC1(C)Cc2c(sc3c2c(N)nc(=S)n3Cc2ccc(Br)cc2)CO1	7	4	-4	0	i	-176	13	-0.6	-2.0	-126
35	Cc1ccc(C(C#N)c2ccc3c(C(F)(F)F)cc(C(F)(F)F)nc3n2)cc1 (centres undefined)	-4	-1	0	1	i	-26	-2	-0.7	-3.5	0
36	O=C(c1cc2nc(-c3ccco3)cc(C(F)(F)F)n2n1)N1CCN(c2ccc(F)cc2)CC1	-4	7	-2	1	i	-18	-6	-0.3	2.4	-2
37	COc1ccc(NS(=O)(=O)c2ccc(NC(=S)NC(=O)C(C)C)cc2)cc1	3	-10	-20	4	i	2	-8	-0.9	1.6	22
38	Cc1[nH]c2ccccc2c1C(=O)CSc1nc2ccccc2[nH]1	-1	5	2	-2	i	6	-11	3.0	2.4	-7
39	O=C(Nc1ccc(C(=O)NCCCN2CCN(c3ccccc3)CC2)cc1)C1=CSCCO1	2	-3	-6	-3	i	3	-3	-0.5	3.4	2
40	Cc1nnc(OCC(=O)NCCC2=CCCCC2)c2ccccc12	-2	1	-5	-2	i	-4	1	0.4	-0.4	-8
41	O=S(=O)(Nc1cc(Cl)ccn1)c1ccc(Cl)cc1	2	-4	-2	-3	i	3	-2	-1.1	1.9	-5
42	CN1c2ccccc2C(O)=C(C(=S)Nc2ccc(F)c(Cl)c2)S1(=O)=O	6	6	-14	5	i	4	-7	0.2	-0.9	48*
43	CSC(=NC#N)N1CCN(c2ccc([N+](=O)[O-])cc2)CC1	1	-1	5	2	i	-20	-4	-0.2	1.5	-6
44	Cc1cc(Oc2ccccc2)nc(SCC(=O)Nc2ccccc2)n1	0	1	-11	-1	i	2	-6	-0.1	1.1	-5
45	CC(C)CN(C(=O)c1ccc(S(=O)(=O)N2CCCC2)cc1)C1CCS(=O)(=O)C1 (centres undefined)	2	-3	-1	5	i	1	2	-0.4	-1.2	9
46	CCCOP(=O)(OCCC)c1nc(-c2ccccc2)oc1NCc1ccccc1	3	0	-3	-2	i	-4	1	0.0	3.3	8
47	O=C(c1cc(COc2ccc(F)cc2Cl)on1)N1CCCC(c2ccccc2)C1 (centres undefined)	-1	0	-1	1	i	-1	1	-1.1	4.4	-6

In the list so far, these have a nitro group on carbon:
No.	structure	CSN inh	NadD inh	Scp-1 inhibitor	STEP block	Rpn11 block	SUMO1 PPI mod	DNMT1 block	Tb MetRS inh	LMPTP block	MLLE-PAM2 inh
6	CC(=O)C1=C(O)C(=O)N(c2ccc(O)cc2)C1c1ccc([N+](=O)[O-])cc1 (centres undefined)	8	6	1	1	i	-14	-6	0.2	-0.8	-6
15	CC(=O)c1ccc(N2CCN(c3ccc(S(=O)(=O)NCCN(C)C)cc3[N+](=O)[O-])CC2)cc1	-2	-7	-16	3	i	-43	2	-0.3	3.3	-3
18	O=C(NNC(=O)c1ccc(SCC2CCCO2)c([N+](=O)[O-])c1)c1ccc(Cl)c([N+](=O)[O-])c1 (centres undefined)	-3	3	-1	-1	i	-11	0	4.7	1.1	-10
20	O=C(COC(=O)c1ccc(Cl)c([N+](=O)[O-])c1)Nc1ccccc1OC(F)F	5	-10	-11	-1	i	-15	-3	-0.2	-0.8	-15
27	COc1ccc(C(=O)OCC(=O)NCCN2C(=O)CSC2=O)cc1[N+](=O)[O-]	0	1	-1	-1	i	-13	-2	-0.3	0.8	-7
30	CCOc1cc(/C=C\[N+](=O)[O-])ccc1OCC(=O)N1CCOCC1	0	-1	-4	1	i	0	0	-0.3	-1.6	23
43	CSC(=NC#N)N1CCN(c2ccc([N+](=O)[O-])cc2)CC1	1	-1	5	2	i	-20	-4	-0.2	1.5	-6
